PPARg SRC2 recr – PPARgamma-driven SRC-2 recruitment agonism; P37231; PPARgamma LBD-SRC-2 recruitment, biochemical; activation, % at 8 µM; actives 0.34% (n = 200,000); AID 1032; in the data active = activation above about 22%;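 also: 0% = vehicle and 100% = reference agonist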
Target sequence (P37231 whole entry, looked up, the tested form may be a part): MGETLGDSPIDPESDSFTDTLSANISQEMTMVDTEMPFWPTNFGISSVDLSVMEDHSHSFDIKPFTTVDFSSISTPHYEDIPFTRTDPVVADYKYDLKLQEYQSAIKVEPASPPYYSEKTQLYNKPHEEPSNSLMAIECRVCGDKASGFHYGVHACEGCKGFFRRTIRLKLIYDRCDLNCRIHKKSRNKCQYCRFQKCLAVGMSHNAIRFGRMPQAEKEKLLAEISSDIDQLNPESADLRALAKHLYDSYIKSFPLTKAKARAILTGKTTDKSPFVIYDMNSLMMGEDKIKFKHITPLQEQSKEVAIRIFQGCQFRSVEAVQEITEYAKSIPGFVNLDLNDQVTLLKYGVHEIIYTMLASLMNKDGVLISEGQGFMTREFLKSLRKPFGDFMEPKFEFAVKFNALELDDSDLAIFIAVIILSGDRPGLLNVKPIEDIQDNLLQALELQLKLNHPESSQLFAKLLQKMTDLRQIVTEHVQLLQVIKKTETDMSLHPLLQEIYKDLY
TR-FRET SRC-2 ct – counter-screen for PPARgamma SRC-2 recruitment agonists: TR-FRET artefact. hits give high values. TR-FRET ratio at 8 µM. actives 0.4% (n = 200,000). AID 1049; in the data active = TR-FRET ratio above about 2000; also: inactives centre near 1500
PPARg SRC-3 ag – promotes SRC-3 coactivator recruitment by human PPARgamma. P37231. biochemical PPARgamma/SRC-3 coactivator recruitment assay. actives 0.26% (n = 200,000). activation, % at 8 µM; in the data active = activation above about 23%;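 also: 0% = DMSO and 100% = reference agonist; some compounds past the cut are filed as inactive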
bIAP inh – intestinal alkaline phosphatase (bovine) inhibition; purified bovine IAP, CDP-star luminescence, 30 min; inhibition, % at 20 µM; 190,000 tested, under 10 active; AID 1019;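 active = over 50% inhibition of intestinal alkaline phosphatase at 20 µM in the single-dose screen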
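Assay system: bovine IAP enzyme; medium: DEA buffer 100 mM, pH 9.8, with MgCl2 1.0 mM, ZnCl2 0.02 mM; doses: 20 µM single dose; incubation: enzyme reaction for 30 min at room temperature; detection: CDP-star luminescence signal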
bIAP activator – increases bovine intestinal alkaline phosphatase activity. purified bovine IAP, CDP-star luminescence, 30 min; hits give high values; fold of DMSO-control signal, blank-subtracted. activation factor at 20 µM. actives 0.17% (n = 200,000);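 active = activation factor of 2 or more at 20 µM, a signal rise over negative controls twice the positive control's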
TNAP inh noacc – blocks human TNAP activity with no phosphate acceptor present; actives 0.26% (n = 200,000); purified TNAP, CDP-star luminescence, 30 min; P05186; inhibition, % at 20 µM;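 active = tissue-nonspecific alkaline phosphatase inhibition above about 50% at 20 µM in the single-dose screen, limit read from the data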;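 also: 0% = DMSO negative control and 100% = EDTA positive control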
Target sequence (P05186 whole entry, looked up): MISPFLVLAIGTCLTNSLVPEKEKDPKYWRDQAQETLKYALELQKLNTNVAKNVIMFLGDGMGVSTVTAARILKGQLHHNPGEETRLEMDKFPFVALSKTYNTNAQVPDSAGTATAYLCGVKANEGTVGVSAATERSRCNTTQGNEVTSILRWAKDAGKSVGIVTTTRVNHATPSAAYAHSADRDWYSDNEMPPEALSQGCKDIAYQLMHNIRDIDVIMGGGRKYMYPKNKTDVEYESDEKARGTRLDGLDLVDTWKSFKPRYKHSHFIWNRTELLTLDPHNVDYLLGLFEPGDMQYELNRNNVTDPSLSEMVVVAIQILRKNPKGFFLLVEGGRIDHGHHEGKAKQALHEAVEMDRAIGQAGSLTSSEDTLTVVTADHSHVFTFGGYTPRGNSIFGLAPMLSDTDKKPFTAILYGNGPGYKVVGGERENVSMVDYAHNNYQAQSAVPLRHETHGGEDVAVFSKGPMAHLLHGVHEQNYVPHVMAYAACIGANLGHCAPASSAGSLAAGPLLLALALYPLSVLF
TNAP inh hiacc – inhibitors of human TNAP at high phosphate acceptor concentration; purified TNAP, CDP-star luminescence, 1 M DEA; actives 0.03% (n = 200,000); inhibition, % at 20 µM; P05186; AID 1135;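 active = over 50% inhibition of tissue-nonspecific alkaline phosphatase at 20 µM in the single-dose screen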;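 also: plate controls were DMSO wells for no effect and EDTA-quenched wells as full inhibition for full effect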
HMGR II inh – inhibitors of class II HMG-CoA reductase from Enterococcus faecalis; actives 0.41% (n = 190,000); inhibition, % at 10 µM; purified E. faecalis HMGR, NADPH absorbance 340 nm kinetic;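 active = inhibition above a set limit, the median over all tested compounds plus 3 SD, cut at about 9.5% in these data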;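 also: enzyme runs in reverse so mevalonate oxidation gives rising NADPH absorbance; 0% = complete reaction with DMSO and 100% = background rate lacking mevalonate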
TNAP act hiacc – TNAP (human) activation, high acceptor; purified TNAP, CDP-star luminescence, 1 M DEA, 30 min; hits give high values; 0 = EDTA background, 1 = DMSO-only activity; P05186; 200,000 tested, under 10 active; activation factor at 20 µM;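 active = activation factor at least 2 at 20 µM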
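Control set: EDTA negative control, DMSO positive control / Assay system: human TNAP / Quantity: TNAP 1/800 final / Evaluation: TNAP activation factor scaled between EDTA and DMSO control wells / Measured by: luminescent substrate turnover signal / Compound dosing: one dose, 20 µM / Times: 30 min enzyme reaction at room temperature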
PPARg SRC1 recr – promotes SRC-1 coactivator recruitment by human PPARgamma; P37231; PPARgamma-SRC-1 coactivator recruitment biochemical assay; activation, % at 8 µM; actives 0.41% (n = 200,000); AID 631; in the data active = activation above about 19%;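 also: 0% = DMSO and 100% = reference agonist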
* marks the source's active call; other numbers are inactive results.

SMILES | PPARg SRC2 recr | TR-FRET SRC-2 ct | PPARg SRC-3 ag | bIAP inh | bIAP activator | TNAP inh noacc | TNAP inh hiacc | HMGR II inh | TNAP act hiacc | PPARg SRC1 recr
COc1ccc(C2CC(=O)C(C=NCCN3CCNCC3)=C(O)C2)cc1OC (stereo not drawn) | 1 | 1488 | -3 | -11 | 1.1 | -5 | -4 | -1 | 1 | 5
CCOC(=O)c1sc(=NC(=O)c2ccc(Cl)s2)n(C)c1C | -3 | 1454 | -1 | 0 | 1 | -7 | 0 | 0 | 1 | -5
Cc1cc(C)c(NC(=O)C2CCCN2CCO)c(C)c1 (stereo not drawn) | -5 | 1579 | -5 | 17 | 0.8 | -6 | 0 | 0 | 1 | -6
COc1ccccc1CC1(C)NC(=O)N(CC(=O)Nc2cc(C)on2)C1=O (stereo not drawn) | 2 | 1445 | 4 | 2 | 1 | -5 | 0 | 1 | 1 | 6
Cc1ccc(C2C3=C(CC(C)(C)CC3=O)N=C3c4ccccc4C(=O)C32)cc1 (stereo not drawn) | -7 | 1433 | -1 | -9 | 1.1 | 4 | 14 | -5 | 0.9 | -6
Cn1c(=O)nc2n(Cc3ccccc3)c3cccc(Cl)c3cc-2c1=O | 8 | 1620 | 5 | 12 | 0.9 | 4 | 0 | -6 | 1 | 14
CNC(=O)CN(c1cc(C)ccc1C)S(C)(=O)=O | 1 | 1510 | -3 | 12 | 0.9 | -3 | 1 | -3 | 1 | -2
Cc1cccc(N2CCN(C(=O)c3ccc4nc(-c5ccco5)c(-c5ccco5)nc4c3)CC2C)c1 (stereo not drawn) | -5 | 1480 | 1 | 1 | 1 | 1 | 2 | -3 | 1 | 12
CC(=O)Nc1ccc(CN2CCCC(C(=O)c3ccc(C(F)(F)F)cc3)C2)cc1 (stereo not drawn) | -9 | 1420 | -5 | -4 | 1 | -7 | -10 | -9 | 1.1 | -8
COc1ccc2[nH]c3c(NCc4ccco4)ncnc3c2c1 | 2 | 1545 | -3 | 25 | 0.8 | -15 | -6 | -3 | 1.1 | 5
Cc1cc(Cl)c(OCCOCCN2CCCC(C)C2)c(Br)c1 (stereo not drawn) | 13 | 1654 | 2 | 6 | 0.9 | -7 | -3 | -5 | 1 | -6
COc1ccccc1-c1cnnc(N/N=C/c2ccc(-c3cccc(Br)c3)o2)n1 | 6 | 1688 | 5 | -1 | 1 | 0 | 0 | 4 | 1 | 8
Cc1ccc(Nc2ncc(C(=O)NCCCN3CCN(C)CC3)c3ccccc23)cc1Cl | 4 | 1702 | 1 | -10 | 1.1 | -12 | -1 | -2 | 1 | 6
Cn1c(COc2ccccc2)nnc1SCC(=O)NCc1ccccc1 | -2 | 1568 | 2 | 4 | 1 | -8 | -3 | 2 | 1 | 3
Fc1ccc2nc(Nc3nc4c(s3)CCCC4)sc2c1 | -2 | 1383 | -7 | -34 | 1.3 | -33 | -18 | -3 | 1.2 | -12
CS(=O)(=O)N(Cc1ccc(C(=O)NC2CCCC2)cc1)c1ccccc1 | -4 | 1622 | 1 | -6 | 1.1 | -4 | -1 | -2 | 1 | -2
Cc1ccc(-c2nn(-c3ccccc3)cc2C(=O)Nc2ccc(C(=O)O)cc2)cc1 | -2 | 1675 | -5 | 0 | 1 | -4 | -1 | 1 | 1 | 0
CCOC(=O)c1c(NC(=O)c2cc3n(n2)C(C(F)(F)F)CC(c2ccccc2)N3)sc(C)c1C (stereo not drawn) | 8 | 1593 | 1 | 5 | 0.9 | -9 | 0 | -3 | 1 | 7
C#Cc1ccc([C@@H]2C=C(C(=O)OCC=C)O[C@H](OCCCCO)C2)cc1 | 12 | 1534 | 1 | 1 | 1 | -11 | -7 | 2 | 1.1 | 4
COc1ccc(-c2[nH]ncc2-c2nc(C)cs2)c(O)c1 | 9 | 1624 | 0 | -47 | 1.5 | -63 | 1 | 2 | 1 | 13

Entries of single compounds, looked up by structure. Order of values: PPARg SRC2 recr, TR-FRET SRC-2 ct, PPARg SRC-3 ag, bIAP inh, bIAP activator, TNAP inh noacc, TNAP inh hiacc, HMGR II inh, TNAP act hiacc, PPARg SRC1 recr
`Cc1cccc(N2CCN(C(=O)c3ccc4nc(-c5ccco5)c(-c5ccco5)nc4c3)CC2C)c1` (stereo not drawn) is listed with -5, 1480, 1, 1, 1, 1, 2, -3, 1, 12
`Cn1c(=O)nc2n(Cc3ccccc3)c3cccc(Cl)c3cc-2c1=O` is listed with 8, 1620, 5, 12, 0.9, 4, 0, -6, 1, 14

(cont.)
SMILES | PPARg SRC2 recr | TR-FRET SRC-2 ct | PPARg SRC-3 ag | bIAP inh | bIAP activator | TNAP inh noacc | TNAP inh hiacc | HMGR II inh | TNAP act hiacc | PPARg SRC1 recr
COc1ccc(CCNC(=O)COc2ccc([N+](=O)[O-])cc2)cc1 | 2 | 1376 | 0 | -3 | 1 | -11 | -2 | -1 | 1 | -7
Cc1ccc(Cn2c(=O)n(-c3ccccc3)c(=O)c3ccc(C(=O)NCc4ccco4)cc32)cc1 | 0 | 1272 | -2 | -9 | 1.1 | -5 | 1 | 6 | 1 | -10
O=C(CNC(=O)c1ccccc1Br)N/N=C/c1ccc(O)cc1 | 2 | 1575 | -1 | -10 | 1.1 | -10 | -3 | 3 | 1 | -1
O=C(CCCCCN1C(=O)CCC1=O)Nc1ccc(Br)cc1F | 4 | 1572 | -7 | 0 | 1 | -16 | -5 | -4 | 1 | -4
CCc1ccc(CNc2ccc3c(c2)ncn3C)cc1 | -1 | 1438 | -4 | -8 | 1.1 | 6 | -5 | -2 | 1.1 | -2
Cn1ncc(Br)c1C(=O)Nc1ccc(Cl)cn1 | 8 | 1459 | 3 | 9 | 0.9 | -4 | 0 | 0 | 1 | 0
O=C(Cc1cccs1)N1CCC(c2nc3c(nnn3Cc3ccc(F)cc3)c(=O)[nH]2)CC1 | 4 | 1330 | 10 | 1 | 1 | -12 | -3 | -2 | 1 | 5
Cc1ccc(-c2nnc(Nc3ccc(C(=O)N(C)C)cc3)c3ccccc23)cc1S(=O)(=O)NCC1CCCO1 (stereo not drawn) | 0 | 1455 | -3 | 14 | 0.9 | -7 | -2 | 1 | 1 | -3
COc1ccc(/C=N/NC(=O)c2ccc3ccccc3c2)cc1OS(=O)(=O)c1ccc(NC(C)=O)cc1 | 8 | 1635 | 12 | 5 | 1 | -4 | -2 | -1 | 1 | 6
FC(F)(F)c1nnc2ccc(N3CCN(c4ccccc4)CC3)nn12 | 4 | 1605 | 3 | 10 | 0.9 | -4 | -8 | -3 | 1.1 | 2
COC(=O)c1ccc(-c2noc(CN(Cc3nccn3C)C(C)C)n2)cc1 | 8 | 1362 | 2 | -2 | 1 | 0 | -1 | -2 | 1 | 0
CCN(CC)CCCNC(=S)N(Cc1cccnc1)Cc1cc2cccc(C)c2[nH]c1=O | -6 | 1372 | -2 | 15 | 0.8 | -1 | -4 | -3 | 1 | -6
COc1ccccc1CNS(=O)(=O)c1cc(C)ccc1OC | -7 | 1423 | -6 | 7 | 0.9 | -12 | -5 | -2 | 1 | 3
O=C(NCCN1C(=O)CSC1=O)c1ccccc1 | -8 | 1502 | -7 | 7 | 0.9 | -6 | -1 | -7 | 1 | 6
Cc1noc(C)c1CN1C(=O)NC2(CCCCCCC2)C1=O | 10 | 1552 | 2 | 0 | 1 | -18 | -3 | 1 | 1 | 5
CNC(=O)CSc1cn(CC(=O)N(C(C)C)C(C)C)c2ccccc12 | -5 | 1456 | -1 | -20 | 1.2 | -8 | -1 | -1 | 1 | -7
CCNc1nc(NCC)n2c(SCC(=O)Nc3ccc(F)cc3[N+](=O)[O-])nnc2n1 | -8 | 1568 | -2 | -2 | 1 | -2 | 3 | -5 | 1 | -4
CCCNc1cc(=O)n(C)c(=O)n1C | 2 | 1398 | 0 | 15 | 0.8 | -2 | -9 | 2 | 1.1 | 1
Cc1ccc(-n2nnnc2SCC(=O)N2CCc3ccccc3C2)c(C)c1 | 2 | 1614 | -2 | 16 | 0.8 | -2 | -5 | -1 | 1.1 | 1
O=C(O)COc1ccc(-c2nnn(CC(=O)O)n2)cc1 | 4 | 1795 | 4 | 10 | 0.9 | -8 | 1 | 0 | 1 | -4

Only PPARg SRC-3 ag, for some of the entries so far:
SMILES | PPARg SRC-3 ag
Cc1ccc(Cn2c(=O)n(-c3ccccc3)c(=O)c3ccc(C(=O)NCc4ccco4)cc32)cc1 | -2
O=C(CNC(=O)c1ccccc1Br)N/N=C/c1ccc(O)cc1 | -1
O=C(CCCCCN1C(=O)CCC1=O)Nc1ccc(Br)cc1F | -7
CCc1ccc(CNc2ccc3c(c2)ncn3C)cc1 | -4

(further entries)
SMILES | PPARg SRC2 recr | TR-FRET SRC-2 ct | PPARg SRC-3 ag | bIAP inh | bIAP activator | TNAP inh noacc | TNAP inh hiacc | HMGR II inh | TNAP act hiacc | PPARg SRC1 recr
CCOc1cc(C)c(Cl)cc1S(=O)(=O)n1ccnc1 | 2 | 1604 | -1 | 9 | 0.9 | -11 | -4 | -1 | 1 | 6
Cn1cccc1/C=C1\CC(C(C)(C)C)C/C(=C\c2cccn2C)C1=O (stereo not drawn) | 3 | 1443 | 1 | 36 | 0.6 | 24 | 15 | -2 | 0.8 | -4
Cc1cc2cc(CNC(=O)c3cccs3)ccc2n1C | 6 | 1868 | 1 | 4 | 1 | -12 | 0 | 4 | 1 | 7
C/C(CC(=O)NC1CCCC1)=N\NC(=O)Cc1cccs1 | -4 | 1560 | -3 | 3 | 1 | -8 | -3 | 1 | 1 | -3
CCC(C)NCC(=O)Nc1cc(S(=O)(=O)N(CC)c2ccccc2)ccc1Cl (stereo not drawn) | -4 | 1512 | 3 | 46 | 0.5 | -19 | -1 | -1 | 1 | 1
Cc1ccc2[nH]c(CCN(C)C)c(CC#N)c2c1 | 7 | 1507 | 3 | 6 | 0.9 | -6 | 0 | 1 | 1 | 6
COc1ccc(C(C(=O)NC2CCCCC2)N(C(=O)Cc2c[nH]c3ccccc23)c2ccccc2)cc1OC (stereo not drawn) | 3 | 1363 | -3 | 9 | 0.9 | -17 | -4 | -3 | 1 | -2
CCC(=O)N1CCN(c2ccc(NC(=O)c3ccc(Br)o3)cc2)CC1 | 11 | 1680 | 3 | 5 | 0.9 | -10 | -7 | -5 | 1.1 | 8
Cc1cccc(Cc2nnc(CCC(=O)N3CCCC(CN4CCOCC4)C3)o2)c1 (stereo not drawn) | -2 | 1457 | -1 | -6 | 1.1 | -8 | -3 | -4 | 1 | -3
O=c1oc(-c2cccs2)nc2c1cnn2-c1ccccc1 | 4 | 1477 | 12 | 2 | 1 | -12 | -2 | -2 | 1 | 5
Cc1ccc2c(c1)nnn2C1CCN(CC(=O)c2ccc(Cl)cc2)CC1 | -6 | 1485 | -4 | 19 | 0.8 | 16 | -2 | -2 | 1 | 4
CCOC(=O)CNC(=O)CSc1nccn1Cc1ccco1 | 4 | 1374 | -4 | -7 | 1.1 | -8 | -4 | -2 | 1 | 8
Cc1c(C(=O)N(C)C)c2cc(Cl)ccc2n1O | 2 | 1502 | 8 | 0 | 1 | -4 | -2 | -2 | 1 | 9
CN(C)S(=O)(=O)Oc1ccccc1C(=O)Nc1ccc(F)cc1 | -1 | 1565 | 0 | 4 | 1 | -3 | 3 | 7 | 1 | -4
O=C(O)CCC(=O)Nc1ccc(F)cc1 | 7 | 1493 | -13 | 7 | 0.9 | -8 | -3 | -6 | 1 | -2
CCOc1ccc(C(=O)NCCC(=O)NCCCC(=O)O)cc1 | 9 | 1634 | 7 | 14 | 0.9 | -8 | 2 | 0 | 1 | 9
CCN(CC)S(=O)(=O)c1ccc(-c2nnc(SCC(N)=O)n2CC)cc1 | -3 | 1584 | 2 | -2 | 1 | -3 | 0 | -10 | 1 | 3

Compound activity as filed in PubChem.
